SRC3 TRFRET art: flags TR-FRET format artefacts in PPARgamma SRC-3 recruitment agonist screen; 99,000 tested, 0.39% active; AID 1048; TR-FRET ratio at 8 µM; TR-FRET artefact counter-screen, PPARgamma/SRC-3 format; active compounds read high; in the data active = TR-FRET ratio above about 2000; note: inactives centre near 1600; reference of the scale not given here
SRC1 TRFRET art: TR-FRET artefact, counter-screen to PPARgamma/SRC-1 agonist assay. TR-FRET ratio at 8 µM. TR-FRET detection artefact counter-screen, emission ratio; active compounds read high. AID 1051. 99,000 tested, 0.34% active; in the data active = TR-FRET ratio above about 2300; note: inactives centre near 1800; reference of the scale not given here
* marks the source's active call; other numbers are inactive results.

Values in the order – SRC3 TRFRET art	SRC1 TRFRET art
- COc1ccc(-c2nsc3c(SCc4ccccc4)ncnc23)cc1
    1701	1829
- CCOC(=O)c1cc2c(ccn2C)n1CC(=O)N(Cc1ccccc1)c1ccccc1
    1599	1782
- Cc1cc(C)nc(NS(=O)(=O)c2ccc(NC(=O)c3ccc(S(=O)(=O)N4CC(C)OC(C)C4)cc3)cc2)n1 (stereo unspecified)
    1505	1614
- CCOc1ccccc1C(=O)NCC(=O)OCc1c(C)noc1C
    1395	1832
- O=C(CSc1ccc(-c2ccco2)nn1)Nc1ccccc1
    1609	1673
- COc1ccc(/C=N/NC(=O)c2ccc(N)cc2)cc1Cn1cc([N+](=O)[O-])cn1
    1615	1718
- CNC(=O)COc1ccc(Cl)c2cccnc12
    1587	1736
- Cc1nc(N)nc(N)c1/C=C/C(C)(C)c1ccc(Cl)cc1
    1542	1605
- NC(=O)CSc1nnc(-c2ccc3c(c2)OCO3)o1
    1621	1688
- CN(C(=O)COC(=O)c1ccc2c(=O)n3c(nc2c1)CCC3)C1CCS(=O)(=O)C1 (stereo unspecified)
    1490	1619
- COc1ccc(/C=C/C(=O)N[C@H](C(=O)O)C(C)C)cc1
    1738	1951
- CC(=O)N1CCN(C(=O)c2ccc(Oc3ccccc3)cc2)CC1
    1641	1638
- CC1CCN(S(=O)(=O)c2cccc(C(=O)Oc3ccc([N+](=O)[O-])cc3)c2)CC1
    1762	1897
- O=C(Nc1ccccc1F)c1ccc(Br)o1
    1624	1750
- Cc1cccc(NC(=O)CC2c3ccccc3Oc3ccccc32)c1
    1498	1946
- NC(=O)NNC1=Nc2cccc3cccc1c23
    1838	2144
- COCCn1c(SC(C)C(=O)Nc2ccc(Cl)cn2)nnc1-c1ccncc1 (stereo unspecified)
    1673	1875
- COc1ccc(N2CCN(C(=O)c3cc4c(-c5cccc(OC)c5)nn(C)c4s3)CC2)cc1
    1970	1629
- CC1CCC2(CC1)NC(=O)N(Cc1cccc(C(F)(F)F)c1)C2=O (stereo unspecified)
    1495	1553
- O=C(N/N=C/c1ccccn1)C12CC3CC(CC(C3)C1)C2
    1515	1859
- CC(NC(=O)c1ccc(F)cc1)c1ccc(F)cc1 (stereo unspecified)
    1711	1678
- CCOC(=O)C1=C(CN2CCSCC2)NC(=O)NC1c1cccc([N+](=O)[O-])c1 (stereo unspecified)
    1697	1876
- COc1ccc(CCNC(=O)CSc2nc3[nH]ncc3c(=O)[nH]2)cc1OC
    1569	2082
- CCOC(=O)c1c(NC(=O)CSc2nnnn2C)sc(C)c1-c1ccc(C)cc1
    1375	1990
- CCOC(=O)Cc1csc(NC(=O)C(C)c2ccc([N+](=O)[O-])cc2)n1 (stereo unspecified)
    1495	1611
- Cc1cnc(C(=O)OCC(=O)NC2CCCCCCC2)cn1
    1479	1713
- NC(=O)CC[C@@H]1NC(=O)[C@H](Cc2ccccc2)NC(=O)[C@H](Cc2ccc(O)cc2)NC(=O)[C@@H](N)CSSC[C@@H](C(=O)N2CCC[C@H]2C(=O)N[C@@H](CCCN=C(N)N)C(=O)NCC(N)=O)NC(=O)[C@H](CC(N)=O)NC1=O
    1504	1759
- COC(=O)c1cc(Cl)c(N)cc1OC
    1560	1421
- CNC(=S)N(Cc1cc2cc(C)cc(C)c2[nH]c1=O)C1CCCC1
    1586	1706
- COc1ccc2[nH]c(=O)c(CN(CCO)S(=O)(=O)c3ccc(C)cc3)cc2c1
    1576	1565
- Cc1ccc2c(c1)c(=O)c(Br)c(C)n2Cc1ccccc1
    1675	1840
- COc1ccc2[nH]c3c(=O)n(Cc4ccc(C(=O)N5CCC(C(N)=O)CC5)cc4)c(=S)[nH]c3c2c1
    1784	1835
- Cc1cc(=S)c2cccc(C)c2[nH]1
    2209*	2464*
- Cc1cc(S(=O)(=O)NCc2ccccc2)ccc1OCC(=O)NCC1CCCO1 (stereo unspecified)
    1420	1470
- Cc1cccc(NC(=O)CS(=O)(=O)c2cn(CC(=O)N3CCOCC3)c3ccccc23)c1
    1600	2028
- CSc1ccc(/C=N/N2CCN(Cc3ccccc3)CC2)cc1
    1512	1405
- N#CC(C(=O)NC1CCCCC1)=C1CCCCCC1
    1385	1657
- COCCSc1nc2c(c(=O)[nH]c(=O)n2C)n1Cc1cccc(C)c1
    1539	1806
- Cc1ccc(S(=O)(=O)Nc2cc(C(F)(F)F)ccc2N2CCOCC2)c(C)c1
    1694	1770
- S=C(Nc1ccc(Cl)cc1)N(CCCN1CCOCC1)Cc1cccs1
    1399	1731
- COc1ccc(CCc2nnc(CCC(=O)NCc3cnn(-c4ccccc4C)c3)o2)cc1
    1400	2090
- COC(=O)c1c(C)[nH]c(O)c1C=Nc1ccc(C#N)cc1
    1602	1919
- CCC1CCC(c2nnc(-c3ccc(Br)cc3)o2)CC1 (stereo unspecified)
    1539	1621
- COc1c(Cl)cc(Cl)cc1CNCc1ccccc1
    1602	1863
- Cc1ccc(C(=O)C2Oc3ccccc3C3CC(c4ccc(C)cc4)=NN23)cc1 (stereo unspecified)
    1444	1876
- CCOC(=O)c1sc(-c2ccc(F)cc2)cc1NC(=O)Nc1ccccc1OC
    1635	1863
- COCCn1cnnc1SCC(=O)Nc1cccc(S(=O)(=O)N2CCCCCC2)c1
    1593	1566
- Cc1ccc(C(=O)C[n+]2ccc(Cc3ccccc3)cc2)cc1
    1766	1869
- Cc1cccc(N(C)C(=O)CCS(=O)(=O)c2cccc3nonc23)c1
    1737	1692
- COc1cc(C(=O)N/N=C/c2cc([N+](=O)[O-])cs2)cc(OC)c1OC
    1500	1702
- COc1ccc(CNC(=O)c2ccc(C(C)C)cc2)cc1
    1694	1701
- COC(=O)CSc1nnc(CNS(=O)(=O)c2ccc(Br)cc2)n1C
    1837	1828
- CCOC(=O)c1cnc(SCCN2CCOCC2)nc1N
    1519	1721
- Cc1cccc(NC(=O)c2ccc(S(=O)(=O)N3CCOCC3)cc2)n1
    1311	1816
- CN(Cc1ccccc1)C(=O)c1[nH]cnc1C(=O)N[C@@H](Cc1ccccc1)C(=O)OCc1ccccc1
    1548	1925
- CCOc1cc(N2CCOCC2)c(OCC)cc1NC(=O)COC(=O)c1cc2ccccc2cc1O
    1659	1846
- NC(=O)c1ccc(NC(=O)Cc2csc(-c3ccccc3)n2)cc1
    1614	2105
- COc1ccc(CCCC(=O)NCc2ccccc2)cc1C
    1703	1798
- Cc1nn(-c2ccccc2)c(N2CCCC2)c1/C=N/NC(=O)c1cc(-c2cccnc2)nc2ccccc12
    1592	1724
- COC(=O)c1ccc(C(NC(=O)OCc2ccccc2)/C(C)=C/[C@@H](C)C(=O)NCc2ccc(OC)c(OC)c2)cc1 (stereo partly specified)
    1759	1827

Profiles from above. Screens in order: SRC3 TRFRET art, SRC1 TRFRET art
COC(=O)c1c(C)[nH]c(O)c1C=Nc1ccc(C#N)cc1 is entered as 1602, 1919
CN(Cc1ccccc1)C(=O)c1[nH]cnc1C(=O)N[C@@H](Cc1ccccc1)C(=O)OCc1ccccc1 is entered as 1548, 1925
COC(=O)c1ccc(C(NC(=O)OCc2ccccc2)/C(C)=C/[C@@H](C)C(=O)NCc2ccc(OC)c(OC)c2)cc1 (stereo partly specified) is entered as 1759, 1827

Next part.
Values in the order – SRC3 TRFRET art	SRC1 TRFRET art
- Cc1c(Nc2nc(-c3cccc([N+](=O)[O-])c3)cs2)c(=O)n(-c2ccccc2)n1C
    1449	1894
- CC1CN=C2C(C(=O)Nc3ccccc3)=C(O)CC(c3ccccc3)N21 (stereo unspecified)
    1626	1849
- C=CCn1c(CNC(=O)c2ccccc2F)nnc1SCc1nc2ccccc2c(=O)[nH]1
    1281	1759
- O=C(Nc1ccc2c(c1)CCC2)c1ccccc1F
    1686	1540
- Cc1sc2c(c1C)c(=O)n(-c1ccc(Cl)cc1)c(=O)n2Cc1cc(=O)n2ccccc2n1
    1422	1699
- O=C(c1cnsn1)N1CCC(CO)(Cc2cccc(F)c2)CC1
    1892	1672
- NS(=O)(=O)c1ccc(NC(=S)NC(=O)c2ccc(-c3ccccc3)cc2)cc1
    1521	1851
- COC(=O)c1cc2c(ccn2-c2ccc(F)cc2)n1CC(=O)OC(C)C
    1305	1543
- Cc1[nH]c(=O)[nH]c(=O)c1S(=O)(=O)NCC12CC3CC(CC(C3)C1)C2
    1429	1854
- Cc1ccc(C)c(OCC(=O)Nc2cc(C(=O)O)cc(C(=O)O)c2)c1
    1686	1746
- CC(C)CN(C(=O)CN1CCOCC1)c1c(N)n(CC(C)C)c(=O)[nH]c1=O
    1806	1683
- CCOC(=O)C1=C(O)C(=O)N(Cc2cccnc2)C1c1ccc(OC)cc1 (stereo unspecified)
    1654	1832
- Cn1c(N)c(C(=O)COC(=O)CN2C(=O)c3ccccc3C2=O)c(=O)n(C)c1=O
    1716	2020
- CSc1cccc(NC(=O)C(C)C)c1
    1615	1657
- C=CCNCCOc1ccccc1-c1ccccc1
    1757	1868
- COc1ccccc1/C=N/NC(=O)c1ccccc1Cl
    1475	1603
- Cc1nc(N)nc(Cl)c1Cc1ccc(Cl)cc1
    1772	2189
- Cc1ccc(CN(C)CC(=O)Nc2ccc3c(c2)CCC3)cc1
    1776	2040
- Nc1ccc2c3c(cccc13)C(=O)N(c1ccccc1)C2=O
    1819	1977
- COc1cc(SC)ccc1C(=O)N1CCN(c2ccccc2)CC1
    1701	2140
- CC(=O)Nc1ccc(NC(=O)COC(=O)c2ccccn2)cc1
    1560	1772
- COc1ccc(S(=O)(=O)Nc2ccccc2OC)cc1NC(=O)Cc1cccs1
    1481	1878
- CC(C(=O)N1CCCC1)c1ccc([N+](=O)[O-])cc1 (stereo unspecified)
    1373	1837
- COc1ccccc1Oc1ccc(N/C=C2/CCCC2=O)cc1
    1579	1646
- COc1ccc(NC(=O)Nc2ccc(F)cc2F)cc1
    1680	1940
- CCCCN(CCCC)S(=O)(=O)c1ccc(OC)c2ncccc12
    1492	1884
- CCCCC1(C(=O)OCC)CC(CSC(=N)N)OC1=O (stereo unspecified)
    1466	1668
- O=C1CC(c2ccccc2)n2nc(NC(=O)c3ccccn3)nc2N1 (stereo unspecified)
    1545	1882
- O=C(N/N=C1\CCSc2ccc(F)cc21)c1cccnc1
    1678	1798
- O=C(N/N=C/c1ccccc1Br)C1CC1
    1660	2077

A section from further up, for reference:
Values in the order – SRC3 TRFRET art	SRC1 TRFRET art
- COC(=O)c1cc2c(ccn2-c2ccc(F)cc2)n1CC(=O)OC(C)C
    1305	1543
- Cc1[nH]c(=O)[nH]c(=O)c1S(=O)(=O)NCC12CC3CC(CC(C3)C1)C2
    1429	1854

Grouped by structure, those above containing a furan ring, fused or not.
Values in the order – SRC3 TRFRET art	SRC1 TRFRET art
- O=C(CSc1ccc(-c2ccco2)nn1)Nc1ccccc1
    1609	1673
- O=C(Nc1ccccc1F)c1ccc(Br)o1
    1624	1750

Other entries follow:
Values in the order – SRC3 TRFRET art	SRC1 TRFRET art
- O=S(=O)(NCC1CCCO1)c1ccc(S(=O)(=O)N(Cc2ccc(F)cc2)Cc2ccco2)cc1 (stereo unspecified)
    1544	2007
- COCCNC(=O)c1n[nH]c2ccccc12
    1351	1533
- O=S(=O)(c1ccccc1)c1ccc(NCc2ccco2)cc1
    1526	1664
- Cc1nn(Cc2ccc(F)cc2)c2sc(C(=O)Nc3ccc(N4CCOCC4)cc3N3CCOCC3)cc12
    1872	1945
- O=[N+]([O-])c1cc(-c2nc3nc4ccccc4nc3n2CCc2ccccc2)cc([N+](=O)[O-])c1
    1421	1665
- CCN(CCn1cccn1)Cc1ccccc1OCC(O)CN1CCc2ccccc2C1 (stereo unspecified)
    1592	1767
- O=C(NCCCN1CCOCC1)NC12CC3CC(CC(C3)C1)C2
    1740	2047
- CN(C)CCCN(C(=O)C1COc2ccccc2O1)c1nc2ccc(F)cc2s1 (stereo unspecified)
    1428	1703
- COc1ccc(OCC(=O)NNC(=O)CCc2ccccc2)cc1
    1553	1505
- O=[N+]([O-])c1ccc(COc2cccnc2)cc1
    1323	1805
- C=CCN1C(=O)C(O)(CC(=O)c2ccco2)c2cc(Br)ccc21 (stereo unspecified)
    1443	1695
- C=CCn1c(-c2sccc2C)n[nH]c1=S
    1511	1804
- Oc1cccc(C=NCc2ccccc2)c1O
    1782	1623
- CC(=O)Nc1ccc(/C(C)=N/NC(=O)c2ccc(CN3CCOCC3)cc2)cc1
    1519	1657
- CC(C)OC(=O)CC1C(=O)NCCN1C(=S)NC(=O)CCc1ccccc1 (stereo unspecified)
    1635	1768
- O=C(O)c1ccc(Nc2ncnc3c2cnn3Cc2ccccc2)cc1
    1633	1726
- Cc1ccc(NC(=S)NCC2CCCO2)c(OC(F)F)c1 (stereo unspecified)
    1532	1802
- COc1cccc(/C=C2\SC(=O)N(CCC(=O)NNC(=O)c3ccccc3Cl)C2=O)c1
    1739	2028
- CN=c1scc(C)n1/N=C/c1cc(Br)c(O)c(OC)c1
    1542	2083
- c1ccc(CSc2ccc(-c3cccnc3)nn2)cc1
    1604	1744
- O=C(COC(=O)c1cnccn1)NCCc1ccc(Cl)cc1Cl
    1487	1561
- Cc1ccccc1NC(=O)CCN1CCN(Cc2ccccc2)CC1
    1489	1879
- Cc1ccc(-c2cc(C(=O)O)c3cc(Br)ccc3n2)o1
    1375	1830
- S=c1[nH]cc(-c2ccccc2)n1-c1cccc(Cl)c1
    1404	1636
- COc1ccc(CCNC(N)=S)cc1OC
    1594	1864
- COc1ccc([N+](=O)[O-])cc1NC(=O)C(C)N(C)Cc1cccc(OC)c1OC (stereo unspecified)
    1374	1605
- COc1ccc(C)cc1NC(=O)C(OC(=O)C1CC1)c1ccccc1 (stereo unspecified)
    1773	1821
- COc1ccc(CC(=O)Nc2ccc3nc(SC)sc3c2)cc1OC
    1779	2056
- CC1(C)CC(=O)C/C(=N\NC(=O)CCc2ccc(S(=O)(=O)N3CCOCC3)cc2)C1
    1354	2042
- Cc1c(Br)c([N+](=O)[O-])nn1CC(=O)c1ccccc1
    1635	1981
